Source: PubChem BioAssay
ATG4B inh: ATG4B protease inhibitors, primary screen, biochemical, fluorescence, uHTS; AID 504462, 2011; inhibition, % at 8.33 µM; Cysteine protease ATG4B (Homo sapiens), Q9Y4P1; 0.51% of 340,000 active; ATG4B cleavage of LC3-PLA2, NBD-HPC fluorescence, 1 h; in the data active = inhibition above about 40%
Target sequence (Q9Y4P1 whole entry, looked up): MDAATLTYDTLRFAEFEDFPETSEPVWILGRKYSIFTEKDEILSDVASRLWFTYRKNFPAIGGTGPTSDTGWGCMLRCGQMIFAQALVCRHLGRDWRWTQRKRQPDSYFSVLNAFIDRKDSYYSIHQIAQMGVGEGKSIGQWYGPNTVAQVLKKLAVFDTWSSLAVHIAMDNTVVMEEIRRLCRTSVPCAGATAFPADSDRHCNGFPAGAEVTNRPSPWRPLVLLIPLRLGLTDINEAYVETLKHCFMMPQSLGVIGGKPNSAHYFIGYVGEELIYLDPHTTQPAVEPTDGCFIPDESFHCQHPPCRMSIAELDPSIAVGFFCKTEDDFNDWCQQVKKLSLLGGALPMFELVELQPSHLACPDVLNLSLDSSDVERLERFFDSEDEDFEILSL
A3G deaminase: APOBEC3G DNA deaminase inhibitors, primary screen, biochemical, fluorescence, single-stranded DNA substrate, uHTS | DNA dC->dU-editing enzyme APOBEC-3G (Homo sapiens), Q9HC16 | recombinant A3G, ssDNA deamination FAM/TAMRA fluorescence | inhibition, % at 20 µM | 0.28% of 330,000 active;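 active = inhibition of at least 40% at 20 µM, with no more than 30% in the related APOBEC3A deaminase screen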;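 note: plate controls were DMSO wells with A3G for no effect and wells lacking A3G enzyme for full effect; some compounds called inactive have numbers as strong as hits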
Target sequence (Q9HC16 whole entry, looked up): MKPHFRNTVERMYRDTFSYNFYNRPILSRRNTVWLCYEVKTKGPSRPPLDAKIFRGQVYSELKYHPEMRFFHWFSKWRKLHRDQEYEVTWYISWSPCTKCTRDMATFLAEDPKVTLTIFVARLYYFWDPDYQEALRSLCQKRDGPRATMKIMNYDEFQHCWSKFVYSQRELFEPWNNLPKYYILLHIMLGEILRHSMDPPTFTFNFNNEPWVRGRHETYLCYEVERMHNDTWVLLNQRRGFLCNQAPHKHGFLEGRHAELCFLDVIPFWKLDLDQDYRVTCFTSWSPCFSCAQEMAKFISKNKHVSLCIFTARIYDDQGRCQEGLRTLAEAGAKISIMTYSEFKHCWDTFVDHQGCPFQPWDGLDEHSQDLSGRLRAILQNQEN
MIN6 prolif: inducers of MIN6 beta-cell proliferation, primary screen, ATP luminescence, uHTS | 0.29% of 330,000 active | proliferation, % at 10 µM | MIN6 cells proliferation, ATPlite luminescence, 48 h; cells starved in 0.2% serum; 100% = growth in 10% serum;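 active = compounds whose signal lies at least 3.5 SD above the mean of all wells on their plate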;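 note: 0% = DMSO-treated cells in low-serum medium and 100% = 10% serum control; some compounds called inactive have numbers as strong as hits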
hIAP act: human IAP activators, primary screen, biochemical, luminescence, uHTS. Intestinal-type alkaline phosphatase (Homo sapiens), P09923. purified human IAP, CDP-Star luminescence, 30 min; stronger effect = higher value; 1 = vehicle-only enzyme, 0 = enzyme-free background. activation factor at 10 µM. 0.16% of 330,000 active. AID 2524, 2010;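 active = activation factor of the enzyme at least 2-fold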; note: the source names both 10 and 20 µM as test concentration; values of inactives mirror those of a sister screen read the other way
mIAP activ: activators of mouse IAP, primary screen, biochemical, luminescence, uHTS. muIAP, CDP-Star luminescence, 30 min; stronger effect = higher value; 1 = vehicle-only enzyme signal, 0 = enzyme-free wells. activation factor at 10 µM. intestinal alkaline phosphatase [Mus musculus]. 0.24% of 330,000 active;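 active = activation factor of at least 2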; note: the source names both 10 and 20 µM as test concentration; values of inactives mirror those of a sister screen read the other way
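System: Mouse IAP enzyme | Also added: CDP-Star substrate | Dosing: Compounds dispensed in DMSO | Schedule: 30 min enzyme-substrate-compound incubation at room temperature | Technique: Chemiluminescence readout | Control set: DMSO-only wells and no-enzyme negative control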
mIAP block: inhibitors of mouse IAP, primary screen, biochemical, luminescence, uHTS. purified mouse IAP, CDP-Star luminescence, 30 min. inhibition, % at 10 µM. 0.2% of 330,000 active;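 active = inhibition of at least 40% at 10 µM in the primary screen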;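 note: plate controls were DMSO with enzyme for no effect and no enzyme wells for full effect; values of inactives mirror those of a sister screen read the other way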
MPTP block: mitochondrial permeability transition pore inhibitors, primary screen, biochemical, isolated mouse mitochondria, absorbance; 1.4% of 360,000 active; AID 602449, 2012; Ca2+ swelling absorbance, 30 min; inhibition, % at 10 µM;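 active = inhibition of 50% or more, scaled per plate between neutral and stimulator controls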;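 note: 0% = DMSO wells given calcium and 100% = 1 mM EGTA wells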
hIAP block: human IAP inhibitors, primary screen, biochemical, luminescence, uHTS; Intestinal-type alkaline phosphatase (Homo sapiens), P09923; 0.12% of 330,000 active; AID 2544, 2010; inhibition, % at 10 µM; purified IAP, CDP-Star luminescence, 30 min;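 active = inhibition reaching a set limit with compound at 10 µM in the primary screen, cut at about 35% in these data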;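 note: plate controls were DMSO wells with enzyme for no effect and no-enzyme buffer wells for full effect; values of inactives mirror those of a sister screen read the other way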
APOBEC3A inh: APOBEC3A ssDNA deaminase inhibitors, primary screen, selectivity assay for APOBEC3G inhibitor project, biochemical, FAM/TAMRA oligo cleavage fluorescence; recombinant A3A, FAM/TAMRA ssDNA deamination fluorescence; inhibition, % at 20 µM; 0.41% of 330,000 active;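 active = at least 40% inhibition at 20 µM here, with at most 30% in a related deaminase screen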;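 note: plate controls were A3A with DMSO for no effect and wells lacking A3A enzyme for full effect; some results filed as inactive read as strong as hits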
Target sequence (P31941 whole entry, looked up): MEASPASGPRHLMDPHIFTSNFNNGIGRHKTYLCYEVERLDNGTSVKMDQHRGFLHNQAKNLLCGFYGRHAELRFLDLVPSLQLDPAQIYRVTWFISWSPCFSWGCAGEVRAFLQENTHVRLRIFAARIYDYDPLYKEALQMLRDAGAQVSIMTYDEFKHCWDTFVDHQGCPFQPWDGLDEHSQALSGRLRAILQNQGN
* hit, by the source's call; & = joins results of further samples. Not a hit list; any-hit rate near 3.3%.

| Compound | ATG4B inh | A3G deaminase | MIN6 prolif | hIAP act | mIAP activ | mIAP block | MPTP block | hIAP block | APOBEC3A inh |
| --- | --- | --- | --- | --- | --- | --- | --- | --- | --- |
| COc1ccc(C(C(=O)NCC2CCCO2)N(Cc2ccccc2)C(=O)CNC(=O)c2ccco2)cc1OC (configuration not stated) | -7.5 | -3.8 | -0.9 | 1.23 | 1.05 | -4.7 | -0.7 | -23.2 | -1.2 |
| Cc1oc(-c2ccc(Cl)cc2)nc1CN1CCC(C(=O)NCc2ccco2)CC1 | 1.5 | -4.6 | -4.8 | 0.856 | 0.985 | 1.5 | -0.9 | 14.4 | -2.6 |
| CCC(=O)Nc1ccc(C(=O)Nc2ccc3c(c2)OCO3)cc1 | 0.1 | -4.0 | -3.1 | 1.13 | 1.04 | -3.7 | -2.9 | -12.8 | 0.1 |
| COc1cc(OC)c(OC)cc1CN1CCc2ccccc2C1 | -8.7 | -2.5 | -1.7 | 1.15 | 0.995 | 0.5 | 2.7 | -15.4 | -2.2 |
| COCCC(=O)N1CCCC(CNS(=O)(=O)c2ccc(OC)cc2)C1 (configuration not stated) | 7.8 | -9.8 | -0.1 | 1.06 | 0.985 | 1.5 | -0.4 | -5.7 | -2.3 |
| COc1ccc(C(=O)Nc2ccccc2C(=O)N2CCCCC2C)cc1 (configuration not stated) | 2.5 | 0.0 | 0.4 | 0.955 | 1.03 | -3.3 | 0.9 | 4.5 | 1.8 |
| CCC(=O)NC(=S)Nc1ccc(NC(=O)c2cccnc2)cc1 | -11.0 | -3.5 | -1.2 | 1.03 | 0.902 | 9.8 | -0.1 | -2.7 | -0.1 |
| COC(=O)[C@H](Cc1ccccc1)NC(=O)N1CCN(Cc2ccccc2)CC1 | -7.8 | 0.9 | -2.8 | 1.11 | 1.01 | -1.3 | -1.9 | -10.6 | 1.1 |
| N#Cc1ccc(OCC(=O)OCC(=O)Nc2sccc2C(N)=O)cc1 | -1.7 | -5.9 | 4.1 | 0.945 | 0.92 | 8.0 | -0.1 | 5.5 | -3.9 |
| CC(C)Nc1nc(NC(C)C)nc(C(=O)OCCO)n1 | -4.3 | -4.3 | -3.7 | 1 | 1.04 | -3.9 | 0.1 | -0.3 | -0.4 |
| Cc1nnc(NC(=O)CSc2nnc(C)c(=O)n2N)s1 | -4.3 | -4.5 | 5.4 | 1.16 | 0.99 | 1.0 | 0.0 | -15.8 | -2.9 |
| CC(C)CCN1CCN(CC(c2ccccc2)c2ccccc2)CC1CCO (configuration not stated) | -1.4 | -8.4 | -3.4 | 1.03 | 0.901 | 9.9 | 0.7 | -3.5 | -1.5 |
| CC1CCC/C(=N\NC(=O)COc2ccccc2Cl)C1 (configuration not stated) | -8.9 | -2.6 | 3.0 | 0.869 | 0.901 | 9.9 | 1.5 | 13.1 | 1.3 |
| Nc1c(C(=O)Nc2ccc3c(c2)OCCO3)nnn1Cc1ccc(Br)cc1 | -7.1 | -6.5 | 4.8 | 0.974 | 1.07 | -6.6 | -0.7 | 2.6 | -4.2 |
| Cc1ccc(NC(=O)Nc2ccc([N+](=O)[O-])cc2)nc1 | -11.8 | -7.1 | 0.5 | 0.939 | 0.929 | 7.1 | 0.4 | 6.1 | -0.7 |
| CC(=O)N(NC(=O)c1ccc(C)cc1)C1CC(=O)N(c2ccccc2Cl)C1=O (configuration not stated) | 8.8 | -5.7 | -1.6 | 0.981 | 0.981 | 1.9 | -0.3 | 1.9 | 0.1 |
| CCOC(=O)N1CCN(C(=O)CN(c2ccc(OCC)cc2)S(C)(=O)=O)CC1 | -2.7 | -5.0 | -1.2 | 0.858 | 0.935 | 6.5 | -0.5 | 14.2 | 0.7 |
| On1nnc2ccccc21 | -5.8 | -6.5 | -3.0 | 1.05 | 1.09 | -8.9 | 1.1 | -4.6 | -9.9 |
| CC(=O)Nc1ccc(NC(=O)C2CCCN2C(=O)Nc2ccc(F)cc2)cc1 (configuration not stated) | -0.5 | -5.6 | -2.4 | 1 | 0.981 | 1.9 | 1.4 | 0.0 | -0.9 |
| CC1Cc2ccccc2N1C(=O)CSc1nnc(N)s1 (configuration not stated) | -2.1 | 0.0 | -1.9 | 1.05 | 0.974 | 2.6 | 0.3 | -5.3 | 2.3 |
| CCOC(=O)C1CCCN(C(=O)CN2C(=O)c3ccccc3S2(=O)=O)C1 (configuration not stated) | 0.0 | -4.9 | 3.4 | 0.919 | 0.926 | 7.4 | -0.2 | 8.1 | 0.6 |
| O=C(COc1ccccc1Cl)Nc1ccc(Cl)cn1 | 9.8 | -3.0 | -3.9 | 1.07 | 1.05 | -4.9 | 0.0 | -7.5 | -5.2 |
| COc1ccc(NC(=O)n2ncc3cc(Cl)ccc32)cc1OC | -5.1 | -1.8 | -4.2 | 0.942 | 0.865 | 13.5 | -1.1 | 5.8 | -2.3 |
| O=C(NC1CCCCC1)C1CCN(C(=O)c2ccc(-c3ccccc3)cc2)CC1 | -4.0 | -5.0 | -1.3 | 1.06 | 1.05 | -4.8 | -0.2 | -5.9 | 3.9 |
| Cc1nn(C(C)C(=O)NCCCN(Cc2ccccc2)C(C)C)c(=O)c2c1sc1ccccc12 (configuration not stated) | -3.6 | -3.1 | -1.6 | 0.97 | 0.916 | 8.4 | -1.7 | 3.0 | -2.7 |

Next part, starting with the last 3 of the part before.
Value order: ATG4B inh, A3G deaminase, MIN6 prolif, hIAP act, mIAP activ, mIAP block, MPTP block, hIAP block, APOBEC3A inh
COc1ccc(NC(=O)n2ncc3cc(Cl)ccc32)cc1OC
 : -5.1, -1.8, -4.2, 0.942, 0.865, 13.5, -1.1, 5.8, -2.3
O=C(NC1CCCCC1)C1CCN(C(=O)c2ccc(-c3ccccc3)cc2)CC1
 : -4.0, -5.0, -1.3, 1.06, 1.05, -4.8, -0.2, -5.9, 3.9
Cc1nn(C(C)C(=O)NCCCN(Cc2ccccc2)C(C)C)c(=O)c2c1sc1ccccc12 (configuration not stated)
 : -3.6, -3.1, -1.6, 0.97, 0.916, 8.4, -1.7, 3.0, -2.7
COc1cccc(NC(=O)Nc2ccccc2Br)c1
 : -6.9, -7.9, 0.8, 0.979, 1.58, -58.4, 29.4, 2.1, -2.8
NC(=O)C1(N2CCCCC2)CCN(C(=O)CSc2nc3ccccc3o2)CC1
 : -5.2, -1.9, -1.0, 0.948, 0.934, 6.6, 0.2, 5.2, -0.1
Cc1cc(C(=O)NNC(=O)c2cccs2)nn1C(C)(C)C
 : -0.3, -1.5, 0.9, 1.46, 0.897, 10.3, -0.5, -45.5, 0.9
Cc1nnc(Cn2cnc3c2c(=O)n(C)c(=O)n3C)o1
 : 6.9, -13.9, 2.0, 0.875, 0.967, 3.3, 1.6, 12.5, 1.9
CCN(CC)C(=O)[C@H]1CC(CC(=O)NCCc2ccccn2)C(=O)N2CCc3c([nH]c4ccccc34)[C@]12C (some centres not stated)
 : -0.6, -6.9, 3.9, 0.985, 1.1, -9.8, -1.4, 1.5, -4.6
COC(=O)[C@H](CC(C)C)NC(=O)N1CCCCC1C (some centres not stated)
 : 1.2, -3.8, -2.4, 1, 0.969, 3.1, 0.1, -0.5, 0.7
C=CCOc1c(CNn2cn[nH]c2=S)cccc1OC
 : -16.3, 39.5, -0.6, 0.899, 1.03, -3.3, -0.8, 10.1, -2.3
Cc1ccccc1OCC(O)Cn1c(=N)n(CCN2CCOCC2)c2ccccc21 (configuration not stated)
 : -6.8&-3.6, -0.6&-7.9, -2.6&-1.1, 0.811&0.902, 0.937&1, 6.3&-0.1, 0.5&-0.5, 18.9&9.8, 1.9&-1.8
Fc1cc(Br)ccc1NC(=S)Nc1ccccc1
 : 8.7, -4.7, -1.1, 1.15, 0.831, 16.9, 91.7*, -15.3, -2.7
NC(=O)COC(=O)c1cccc(S(=O)(=O)N2CCCc3ccccc32)c1
 : -0.2, -7.0, 0.2, 0.899, 1.1, -9.7, 3.4, 10.1, -4.7
CCn1c(=O)n(CC(=O)NCC2CCCO2)c(=O)c2c3c(sc21)CCCC3 (configuration not stated)
 : 2.1, -5.9, -2.2, 1.31, 0.957, 4.3, 0.2, -31.3, -3.3
Cc1ccc2[nH]cc(CCNC(=O)/C=C/c3ccco3)c2c1
 : 3.5, 9.5, 2.2, 1.12, 1.12, -12.2, -1.7, -12.2, 0.7
Cc1c(C(=O)OCC(=O)N(C)c2ccccc2)oc2ccccc12
 : 7.7, -2.0, 0.1, 1.03, 1, -0.5, 0.3, -3.0, 0.4
O=C(Cn1ccc([N+](=O)[O-])n1)NCC1CCCO1 (configuration not stated)
 : -0.2, -0.4, -4.3, 0.658, 0.991, 0.9, 3.6, 34.2, 2.0
CCOc1ccc(OCCCC(=O)N(C)CC(=O)Nc2ccc(N3CCOCC3)cc2)cc1
 : -3.4, -9.2, -3.9, 1.1, 0.947, 5.3, -0.2, -10.3, 0.1
Cc1cc(C(=O)CCC(=O)NCC2COc3ccccc3O2)c(C)s1 (configuration not stated)
 : -18.2, -7.5, -2.5, 1.18, 0.948, 5.2, -0.5, -18.3, -2.4
NS(=O)(=O)c1cccc(NC(=O)CN2CCN(Cc3ccc4c(c3)OCO4)CC2)c1
 : -0.8, -9.7, -1.6, 1.18, 1.19, -18.6, -1.1, -17.7, -2.4
CCOc1ccc(-n2nc3cc(C)c(N)cc3n2)cc1
 : 4.4, -3.2, -4.2, 0.94, 0.634, 36.6, 3.6, 6.0, -7.8
COc1cc(/C=C/C(=O)O)cc(S(=O)(=O)N2CCCc3ccccc32)c1OC
 : -0.3, -1.6, -4.1, 0.983, 0.979, 2.1, 0.3, 1.7, 7.1
COc1ccc(NC(=O)CC(C)c2ccccc2)cc1S(=O)(=O)N1CCOCC1 (configuration not stated)
 : -5.5, 5.4, -2.1, 0.764, 1, -0.3, -0.6, 23.6, 6.5
COc1ccccc1C(=O)Nc1ccccc1SC
 : 13.7, -1.4, -2.5, 0.926, 1.03, -3.3, -1.1, 7.4, 0.7
CCOc1ccc(/C=C2\SC(=S)N(CCC(=O)Nc3ccccc3C(=O)O)C2=O)cc1
 : 23.1, -2.3, -4.3, 0.925, 0.897, 10.3, 2.6, 7.5, 1.7
